Screens deposited in PubChem BioAssay by Broad Institute.
IDH1 mut inh: IDH1 R132H (human) inhibition; O75874; IDH1 R132H reductase, diaphorase/resazurin fluorescence, 60 min; inhibition, % at 10 µM; hit rate 0.18% among 70,000; AID 624101; in the data active means inhibition above about 34%;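 further: 0% = DMSO and 100% = no enzyme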
EZH2 inh: inhibitors of human EZH2/PRC2 methyltransferase | Q15910 | PRC2 H3K27 methylation, DELFIA TRF, 1 h | inhibition, % at 12.5 µM | hit rate 0.35% among 57,000 | AID 651548;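 active means mean inhibition of replicates at least 50% and every single replicate also reaching 50%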;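 further: dimethyl H3K27 on biotinylated H3 21-44 peptide detected by antibody; plate controls were median neutral control wells for no effect and median positive control wells for full effect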
Target sequence (Q15910 whole entry, looked up): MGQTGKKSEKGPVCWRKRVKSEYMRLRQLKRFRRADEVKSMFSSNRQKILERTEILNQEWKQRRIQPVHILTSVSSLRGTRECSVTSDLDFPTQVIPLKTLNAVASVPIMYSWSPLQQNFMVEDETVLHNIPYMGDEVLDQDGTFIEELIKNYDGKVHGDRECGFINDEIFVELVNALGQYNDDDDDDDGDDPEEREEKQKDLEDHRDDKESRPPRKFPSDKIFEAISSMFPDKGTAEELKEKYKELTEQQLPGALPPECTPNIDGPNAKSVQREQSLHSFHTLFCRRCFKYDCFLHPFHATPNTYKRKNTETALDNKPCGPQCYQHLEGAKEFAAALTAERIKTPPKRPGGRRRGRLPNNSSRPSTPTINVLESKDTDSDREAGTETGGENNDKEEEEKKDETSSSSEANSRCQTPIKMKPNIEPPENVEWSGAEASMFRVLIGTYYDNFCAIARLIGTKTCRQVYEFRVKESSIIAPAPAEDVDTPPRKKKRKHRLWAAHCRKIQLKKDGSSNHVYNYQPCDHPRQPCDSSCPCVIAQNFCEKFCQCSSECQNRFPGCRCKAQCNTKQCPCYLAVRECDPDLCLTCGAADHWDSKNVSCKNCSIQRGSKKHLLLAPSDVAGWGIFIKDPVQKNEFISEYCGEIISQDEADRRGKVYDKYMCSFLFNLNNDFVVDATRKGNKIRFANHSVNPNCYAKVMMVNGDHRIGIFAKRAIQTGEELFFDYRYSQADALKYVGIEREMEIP
An asterisk follows results filed as active; / = no result given; & = joins results of further samples. The list is partial; the hit share may differ from the screen's.

SMILES | IDH1 mut inh | EZH2 inh
C/C=C/c1cccc(-c2nc(C(=O)N(C)C)cc3c2[C@H](CCO)N([S@@](=O)C(C)(C)C)C3)c1 | 0.2 | 5.4
CO[C@H](CN(C)S(=O)(=O)c1ccc(F)cc1)[C@H](C)CN(C(=O)Nc1ccccc1F)[C@H](C)CO | 0.2 | 14.5
COc1ccc(NC(=O)Nc2ccc3c(c2)CC(=O)N([C@H](C)CO)C[C@@H](C)[C@H](CN(C)Cc2ccc(C(=O)O)cc2)O3)cc1 | 0.6 | /
Cc1cccc(N(CC(=O)Nc2ccc(Cl)c(Cl)c2)S(C)(=O)=O)c1 | 0.2 | 4.8
C[C@@H]1CN([C@@H](C)CO)C(=O)CCCn2cc(nn2)CO[C@H]1CN(C)C(=O)c1ccncc1 | -2.0 | 2.9
COc1ccc(NC(=O)N(C)C[C@@H]2Oc3ccc(NC(=O)CCCN(C)C)cc3C(=O)N([C@H](C)CO)C[C@@H]2C)cc1 | / | -1.1
C[C@@H]1CCCCO[C@H](CN(C)Cc2ccc(Cl)c(Cl)c2)[C@@H](C)CN([C@@H](C)CO)C(=O)c2cc(NS(=O)(=O)c3ccc(F)cc3)ccc2O1 | 0.6 | /
CC(C)NC(=O)N(C)C[C@@H]1Oc2cc(-c3ccccc3F)ccc2S(=O)(=O)N([C@@H](C)CO)C[C@H]1C | -1.4 | 2.1
O=C(C[C@H]1C[C@H]2c3cc(NC(=O)Cc4ccncc4)ccc3O[C@H]2[C@H](CO)O1)NCc1cc(F)ccc1F | 0.0 | -8.9
COCC#Cc1cnc2c(c1)C(=O)N([C@H](C)CO)C[C@H](C)[C@@H](CN(C)S(=O)(=O)c1ccccc1)O2 | 0.0 | -1.5&4.5
O=S(=O)(N[C@H]1CC[C@H](CCn2cc(-c3ccc(F)cc3)nn2)O[C@@H]1CO)c1ccccc1F | -0.3 | 7.5
CO[C@H]1CN(C)C(=O)c2cccc(C#N)c2OC[C@H]2O[C@@H](CC[C@H]2OC)CCN(C)C(=O)[C@@H]1C | -0.2 | 8.0
O=C(CC1C(=O)NCCN1C(=O)Nc1ccc(Cl)cc1)Nc1ccc(F)cc1 (stereo not given) | 0.2 | /
O=C(NCC[C@H]1CC[C@@H](NS(=O)(=O)c2ccc(Oc3ccccc3)cc2)[C@@H](CO)O1)C1CC1 | 0.0 | -11.7
COCc1cn(CC[C@H]2CC[C@@H](NC(=O)Nc3ccc(Cl)cc3)[C@H](CO)O2)nn1 | 0.2 | 8.3
C[C@H](CO)N1C[C@H](C)[C@H](CN(C)C(=O)Nc2cccc3ccccc23)Oc2ccc(NC(=O)Cc3cn(C)c4ccccc34)cc2C1=O | -2.2 | /
CNC[C@@H]1Oc2c(NC(=O)Nc3ccc4c(c3)OCO4)cccc2C(=O)N([C@@H](C)CO)C[C@H]1C | 0.3 | -7.3
C/C=C/c1ccc2c(c1)O[C@@H](CN(C)C(=O)c1ccncc1)[C@@H](C)CN([C@@H](C)CO)S2(=O)=O | 0.5 | /
COc1ccc(C#Cc2ccc3c(c2)[C@]2(C(=O)N3)[C@H](c3ccccc3OCCO)N3[C@H](c4ccccc4)[C@H](c4ccccc4)OC(=O)[C@H]3[C@@H]2C(=O)N2CCCCCCC2)cc1 | / | -13.6
O=C(CCCCC(=O)N/N=C/c1cccc(B(O)O)c1)NO | / | -5.8

Given with each value named: entries from further up.
COCC#Cc1cnc2c(c1)C(=O)N([C@H](C)CO)C[C@H](C)[C@@H](CN(C)S(=O)(=O)c1ccccc1)O2
- IDH1 mut inh = 0.0
- EZH2 inh = -1.5&4.5

O=C(CC1C(=O)NCCN1C(=O)Nc1ccc(Cl)cc1)Nc1ccc(F)cc1 (stereo not given)
- IDH1 mut inh = 0.2
- EZH2 inh = /

CO[C@H](CN(C)S(=O)(=O)c1ccc(F)cc1)[C@H](C)CN(C(=O)Nc1ccccc1F)[C@H](C)CO
- IDH1 mut inh = 0.2
- EZH2 inh = 14.5

COCc1cn(CC[C@H]2CC[C@@H](NC(=O)Nc3ccc(Cl)cc3)[C@H](CO)O2)nn1
- IDH1 mut inh = 0.2
- EZH2 inh = 8.3

Other results
SMILES | IDH1 mut inh | EZH2 inh
C[C@@H]1CN([C@H](C)CO)C(=O)Cc2cc(NS(=O)(=O)c3ccccc3)ccc2O[C@H]1CN(C)C(=O)NC1CCCCC1 | 0.6 | 6.6
Cc1ccc(S(=O)(=O)N(C)C[C@H]2Oc3cc(C#Cc4ccccc4)ccc3S(=O)(=O)N([C@@H](C)CO)C[C@H]2C)cc1 | -4.4 | /
CO[C@@H]1CN(C)C(=O)c2ccc(NC(=O)c3cnccn3)cc2OC[C@@H](C)N(C(=O)C2CC2)C[C@@H]1C | 0.0 | -2.7
Cc1ccc(NC(=O)COc2ccc(C(C)(C)C)cc2)c([N+](=O)[O-])c1 | 0.1 | 19.0
CCC(=O)N1C[C@H](C)[C@H](OC)CN(C)C(=O)c2cc(NC(=O)C3CC3)ccc2OC[C@H]1C | 0.2 | 2.0
COc1ccc(NC(=O)N(C)C[C@H]2OCCCC[C@@H](C)Oc3ccc(NS(=O)(=O)c4ccc(C)cc4)cc3C(=O)N([C@H](C)CO)C[C@@H]2C)cc1 | 3.6 | /
C[C@@H]1CCCCO[C@H](CN(C)S(=O)(=O)c2cn(C)cn2)[C@H](C)CN([C@H](C)CO)C(=O)c2cc(NS(=O)(=O)c3ccccc3)ccc2O1 | -6.6 | /
C[C@H](CO)N1C[C@H](C)[C@@H](CN(C)Cc2ccc(-c3ccccc3)cc2)Oc2ccc(NC(=O)CCC(F)(F)F)cc2CC1=O | 2.1 | /
C[C@@H]1CN([C@H](C)CO)C(=O)c2cc(/C=C/c3ccccc3)cnc2O[C@@H]1CN(C)Cc1cccnc1 | 0.1 | -14.2
C[C@H](CO)N1C[C@H](C)[C@@H](CN(C)C(=O)Nc2ccccc2)Oc2ccc(NC(=O)CCCCCC(=O)Nc3ccccc3N)cc2CC1=O | -2.0 | /
O=C(C[C@@H]1C[C@H]2c3cc(NC(=O)NC4CCCCC4)ccc3O[C@H]2[C@@H](CO)O1)NCc1ccccc1 | 0.1 | -13.4
COc1ccc2[nH]c(-c3ccccc3)c(CCNC(C)=O)c2c1 | -1.1 | -11.8
CC(C)n1cnc2c(NCc3ccccc3O)nc(NCCCO)nc21 | 0.3 | /
C[C@@H]1CN([C@H](C)CO)C(=O)c2cc(NC(=O)Cc3ccccc3)ccc2O[C@@H]1CN(C)S(=O)(=O)c1ccc(Cl)cc1 | 4.0 | 6.4
COC(=O)c1ccc(Cl)c(NC(=O)CN(c2cccc(Cl)c2)S(C)(=O)=O)c1 | 3.3 | -10.0
COc1ccc(S(=O)(=O)N(C)C[C@@H]2OCCCC[C@@H](C)Oc3ccc(NC(=O)CCCN(C)C)cc3C(=O)N([C@@H](C)CO)C[C@@H]2C)cc1 | 0.6 | /
COCCNC(=O)C[C@@H]1C[C@@H]2c3cc(NS(=O)(=O)c4ccccc4)ccc3O[C@@H]2[C@H](CO)O1 | -0.3 | -5.1
C[C@@H]1CCCCO[C@@H](CN(C)Cc2ccc(C(=O)O)cc2)[C@H](C)CN([C@H](C)CO)C(=O)c2cc(NC(=O)Nc3ccc(F)cc3)ccc2O1 | -1.3 | /
CC(=O)N[C@H]1C=C[C@H](CC(=O)NCc2ccc(Cl)cc2)O[C@@H]1CO | 0.1 | -10.8
CC(C)NC(=O)N(C)C[C@H]1OCCCC[C@H](C)Oc2ccc(NC(=O)c3ccccc3)cc2C(=O)N([C@@H](C)CO)C[C@H]1C | / | -8.2
CCCNC(=O)Nc1ccc2c(c1)C(=O)N(C)C[C@@H](OC)[C@@H](C)CN(Cc1cccnc1)[C@@H](C)CO2 | 0.1 | 8.4
CC(C)C#Cc1cnc2c(c1)C(=O)N([C@H](C)CO)C[C@H](C)[C@H](CN(C)C(=O)c1cnccn1)O2 | 0.6 | -6.2
COc1ccc(S(=O)(=O)N(C)C[C@@H]2OCCCC[C@@H](C)Oc3ccc(NS(=O)(=O)c4ccc(C)cc4)cc3C(=O)N([C@@H](C)CO)C[C@@H]2C)cc1 | 0.5 | /
CCC(=O)Nc1ccc2c(c1)C(=O)N(C)C[C@@H](OC)[C@@H](C)CN(CC1CC1)[C@@H](C)CO2 | -0.2 | 8.7
Cc1cccc(C)c1NC(=O)C(C)N (stereo not given) | 0.5 | /
CCO[C@@H]1OC(C(=O)O)=C[C@H](c2cn(C(C)=O)c3ccccc23)[C@H]1CCCO | / | -4.3
C[C@H]1CN([C@@H](C)CO)C(=O)c2cc(NC(=O)NC3CCCCC3)ccc2O[C@@H]1CN(C)Cc1ccc(C(F)(F)F)cc1 | 0.4 | /
COc1ccc(S(=O)(=O)Nc2cccc3c2O[C@H](CN(C)CC2CCCCC2)[C@H](C)CN([C@H](C)CO)C3=O)cc1 | / | 2.4
Cc1ccc(S(=O)(=O)N(C)C[C@@H]2Oc3c(NC(=O)CCCCCC(=O)Nc4ccccc4N)cccc3C(=O)N([C@H](C)CO)C[C@H]2C)cc1 | / | -23.2
Cc1ccc(S(=O)(=O)Nc2cccc3c2O[C@H](CN(C)Cc2ccncc2)[C@H](C)CN([C@H](C)CO)C3=O)cc1 | / | -0.8
O=C(O)CCCCCCC(=O)N/N=C/c1ccc(C(F)(F)F)cc1 | / | 2.6
COc1ccc([C@H]2Oc3cc(O)cc(O)c3C(=O)[C@@H]2O)cc1 | 0.5 | /
C[C@@H]1CCCCO[C@@H](CN(C)S(C)(=O)=O)[C@H](C)CN([C@H](C)CO)C(=O)c2cc(NC(=O)Cc3ccccc3)ccc2O1 | / | -2.5
C=CCOc1ccccc1OCC(O)CNC(C)C (stereo not given) | 0.0 | /
NC(=O)COc1ccc(NC(=O)c2cc(-n3cnnc3)ccc2Cl)cc1 | -0.1 | -2.9
C[C@H](NC(=O)C[C@H]1C=C[C@H](NC(=O)C2CC2)[C@H](CO)O1)c1ccccc1 | 0.5 | -0.8
C[C@H]1CN([C@@H](C)CO)C(=O)c2ccccc2-c2ccccc2CO[C@H]1CN(C)C(=O)CCC(F)(F)F | / | 4.3
Cc1cc(C(=O)Nc2cccc3c2O[C@H](CN(C)S(C)(=O)=O)[C@@H](C)CN([C@H](C)CO)C3=O)n(C)n1 | 0.7 | /
C#Cc1ccc([C@H]2C=C(C(=O)O)O[C@@H](OCC)[C@@H]2CCCO)cc1 | / | -0.9
COc1ccc(C#Cc2ccc3c(c2)[C@]2(C(=O)N3)[C@H](c3ccccc3OCCO)N3[C@H](c4ccccc4)[C@H](c4ccccc4)OC(=O)[C@H]3[C@@H]2C(=O)O)cc1 | / | 59.4*
O=C(NCC[C@H]1CC[C@@H](NC(=O)C2CCCC2)[C@@H](CO)O1)c1cnccn1 | 0.0 | 5.7
COCC(=O)Nc1ccc2c(c1)[C@@H]1C[C@@H](CC(=O)N3CCCCC3)O[C@@H](CO)[C@@H]1O2 | -0.3 | -14.0
CN(CC(=O)Nc1ccccc1Cl)S(=O)(=O)c1ccc2ccccc2c1 | -0.2 | -0.9
COCC(=O)N(C)C[C@@H]1Oc2ncc(-c3cccc(OC)c3)cc2C(=O)N([C@H](C)CO)C[C@@H]1C | -0.6 | /
COc1cccc(NC(=O)N(C)C[C@H]2Oc3ncc(C#Cc4cccnc4)cc3C(=O)N([C@H](C)CO)C[C@H]2C)c1 | -2.3 | 8.4
C[C@@H](NC(=O)C[C@H]1C[C@@H]2c3cc(NC(=O)c4ccc5c(c4)OCO5)ccc3O[C@@H]2[C@@H](CO)O1)c1ccccc1 | -0.5 | -6.7
C[C@@H]1CN([C@H](C)CO)C(=O)c2cc(-c3ccccc3)cnc2O[C@H]1CN(C)Cc1cccnc1 | -0.5 | 2.8
C[C@H](CO)N1C[C@H](C)[C@H](CN(C)C)OCCCC[C@H](C)Oc2ccc(N(C)C)cc2C1=O | -2.9 | 7.1
C[C@@H]1CN([C@@H](C)CO)C(=O)Cc2cc(NC(=O)CCN3CCOCC3)ccc2O[C@H]1CN(C)S(C)(=O)=O | -0.4 | -2.4
NC(=O)[C@@H]1[C@H]2C(=O)O[C@H](c3ccccc3)[C@H](c3ccccc3)N2[C@H](c2ccccc2OCCO)[C@@]12C(=O)Nc1ccc(C#CCCO)cc12 | 0.0 | -37.8
O=C(C[C@H]1CC[C@H](NC(=O)NC2CCCC2)[C@@H](CO)O1)NCc1ccc(F)cc1 | 0.2 | -2.1
C[C@@H]1CN([C@H](C)CO)S(=O)(=O)c2ccc(C#CC(C)(C)O)cc2O[C@H]1CN(C)CC1CC1 | -7.9 | 10.1
CC(=O)Nc1ccc(C(=O)CSc2nc3ccccc3c(=O)[nH]2)cc1 | 0.0 | 4.4
Cc1c(NC(=O)COc2ccc(Br)cc2)cccc1-c1nc2ncccc2o1 | -0.3 | 13.7
Cc1ccc(N(C(C)C(=O)Nc2cc(Cl)ccc2Oc2ccccc2)S(C)(=O)=O)cc1C (stereo not given) | -0.2 | 2.6
C[C@@H]1CN([C@H](C)CO)C(=O)Cc2cc(NC(=O)C3CC3)ccc2O[C@H]1CN(C)Cc1ccccc1 | 0.3 | -4.3
COc1ccccc1-n1c(SCC(N)=O)nc2ccc(I)cc2c1=O | 1.5 | -8.4
C[C@H](CO)N1C[C@H](C)[C@@H](CN(C)S(=O)(=O)c2cccs2)Oc2ccc(NS(=O)(=O)c3cccs3)cc2CC1=O | -0.9 | /
CO[C@H]1CN(C)C(=O)c2cc(NC(=O)NC(C)C)ccc2OC[C@H](C)N(Cc2ccc(-c3ccccn3)cc2)C[C@H]1C | -0.1 | -2.7
CO[C@H]1CN(C)C(=O)c2ccc(NC(=O)Nc3cccc(F)c3)cc2OC[C@H](C)N(C(=O)Nc2c(C)noc2C)C[C@H]1C | 0.2 | -15.8
CC(=O)NCCNC(=O)c1cc2ccccc2oc1=O | -0.2 | 15.9
CCNC(=O)C[C@H]1C=C[C@@H](NS(=O)(=O)c2ccc(C)cc2)[C@H](CO)O1 | 0.2 | 7.1
COCCNC(=O)C[C@H]1C[C@H]2c3cc(NC(=O)COC)ccc3O[C@H]2[C@H](CO)O1 | -0.4 | 26.6
